PLAP inhibitors HTS: inhibition of human placental alkaline phosphatase – biochemical, luminescence, HTS (AID 690); purified PLAP, luminescent substrate; higher % means a stronger effect; inhibition, % at 20 µM; hits with a dose series show IC50 in µM; actives 0.08% (n = 96,000); in the data active means a potency from the dose series; inactive means the rest, 99 in 100 with inhibition below about 30%; further: strong numbers were not always called active
MRP resist rev: compounds reversing MRP-mediated drug resistance; H69AR cells + 2 uM doxorubicin, CellTiter-Glo, 72 h; differential viability (reversal), % at 10 µM; actives 0.04% (n = 85,000);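 active means viability drop by adding the cancer drug above about 55%, with treated viability meeting a 40% cutoff, limit read from the data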;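 further: viability without doxorubicin minus viability with 2 µM doxorubicin for each compound; larger differential means the compound sensitizes cells more to doxorubicin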
IL1B NFkB pot: enhances IL-1B driven NFkB nuclear translocation | AID 819 | activation, % at 2 µM | actives 0.3% (n = 94,000) | HUVEC IL-1B NFkB p65 nuclear translocation imaging;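 active means activation above 40%, about the mean plus 3 SD, also judged a hit on visual image review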;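 further: percent activation is computed from the nuclear over cytoplasmic p65 intensity ratio; values of inactives mirror those of a sister screen read the other way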
Bcl-B displacement: displacers of TR3 peptide from Bcl-B, primary screen, selectivity assay for Bfl-1 inhibitor project, biochemical, fluorescence polarization. FP displacement of FITC-TR3 peptide from Bcl-B; higher % means a stronger effect. displacement, % at 20 µM; hits with a dose series show IC50 in µM. actives 0.11% (n = 96,000). AID 748;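 active means displacement above 50% at 20 µM plus a fluorescence interference ratio under 1.5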;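 further: plate controls were wells without compound for no effect and wells lacking Bcl-B protein for full effect; a part of the inactive calls stands beside numbers as strong as those of hits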
IL1B NFkB inh: blocks IL-1B driven NFkB nuclear translocation in HUVEC cells; HUVEC IL-1B NFkB p65 nuclear translocation imaging; inhibition, % at 2 µM; actives 0.43% (n = 94,000);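 active means inhibition above about 30% together with a positive call from visual inspection of the well image, limit read from the data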;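 further: nuclear over cytoplasmic p65 intensity ratio measured by imaging; 0% = IL-1B stimulated DMSO wells and 100% = unstimulated DMSO wells; values of inactives mirror those of a sister screen read the other way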
MRP resist rev cytotoxicity: recorded beside MRP resist rev, whose call it bears; viability, %; H69AR cells, CellTiter-Glo, 72 h; measured here: cytotoxicity without doxorubicin
MRP resist rev with doxorubicin: further read-out of MRP resist rev, marked with its call; viability, %; measured here: viability with 2 uM doxorubicin; stronger effect = lower value
IL1B NFkB inh cell count 2 µM: second read-out of IL1B NFkB inh, no call of its own (marks repeat the call); cell count; measured here: cells passing quality filter;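 raw number of nuclei counted in each imaged well without normalization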
IL1B NFkB pot cell count 2 µM: recorded beside IL1B NFkB pot, whose call it bears; cell count; measured here: cells passing quality filter
Active calls of the source: *; nt = not tested or not shown.

Screens in order – PLAP inhibitors HTS	MRP resist rev	MRP resist rev cytotoxicity	MRP resist rev with doxorubicin	IL1B NFkB pot	IL1B NFkB pot cell count 2 µM	Bcl-B displacement	IL1B NFkB inh	IL1B NFkB inh cell count 2 µM
Cc1ccnc(N2CCN(c3c4c(c(C#N)c5nc6ccccc6n35)CCC4)CC2)c1
→ nt	-3	94	97	-18	73	nt	18	73
COc1cccc(N2CC(C(=O)Oc3ccc4ccccc4c3)CC2=O)c1 (stereo not drawn)
→ 10%	-8	96	103	24	149	-15%	-24	149
CN(C)c1nc(OCCNC(=O)COc2ccccc2Cl)nc(N(C)C)n1
→ nt	10	86	77	24	108	nt	-24	108
O=C(c1cnc(N2CCN(c3ncccn3)CC2)c2ccccc12)N1CCN(c2ncccn2)CC1
→ -51%	2	49	46	14	150	-2%	-14	150
O=C(CSc1nc2c(c(=O)n1-c1ccc(Br)cc1)SCC2)NCC1CCCO1 (stereo not drawn)
→ nt	-28	67	96	26	126	nt	-26	126
CCC1(C)Cc2ccccc2-c2c1c(=O)n(-c1ccc(C)cc1)c1nnnn21 (stereo not drawn)
→ -6%	-5	91	96	-4	173	-1%	4	173
CC(C)C(OC(=O)c1cc2occc2n1C)C(=O)NCc1ccc2c(c1)OCO2 (stereo not drawn)
→ 9%	-4	97	101	nt	nt	5%	nt	nt
CCOc1ccc(NS(=O)(=O)c2cc(OC)ccc2OC)cc1
→ 16%	-9	77	86	24	74	-3%	-24	74
CC(=O)Nc1ccc2nc(-c3cccs3)[nH]c2c1
→ -5%	8	90	81	1	127	3%	-1	127
CC(=O)Nc1cccc2c1C(=O)N(c1ccc(C)cc1)C2=O
→ nt	-5	86	90	4	100	nt	-4	100
Cc1ccc(S(=O)(=O)NCCC(=O)N2CCN(Cc3ccccc3)CC2)cc1
→ -48%	4	92	87	nt	nt	-8%	nt	nt
COc1ccc(-c2nc3nc(C)c(Cc4ccccc4)c(=O)n3[nH]2)cc1
→ -10%	-3	84	87	8	138	-6%	-8	138
COc1ccc(C(=O)NC(NC(=S)Nc2ccc(S(N)(=O)=O)cc2)C(Cl)(Cl)Cl)cc1 (stereo not drawn)
→ -25%	nt	nt	nt	7	196	-9%	-7	196
COc1cc(-c2nc(-c3ccc(Br)o3)no2)cc(OC)c1OC
→ -32%	-1	80	81	3	196	-14%	-2	196
CN(C)c1nn(C(=O)Nc2cccc(C(F)(F)F)c2)cc1-c1ccccc1
→ 9%	nt	nt	nt	1	187	4%	-1	187
Cc1ccccc1NC(=O)c1cccc2nc3ccccc3nc12
→ -3%	nt	nt	nt	3	143	0%	-4	143
O=C(CSc1nccc(=O)[nH]1)c1ccccc1Br
→ 8%	6	92	87	3	166	22%	-3	166
CCc1nnc(NC(=O)CSc2nccn2-c2cccc(C)c2C)s1
→ -63%	-38	18	56	11	57	0%	-11	57
COC(=O)c1sccc1NC(=O)c1cccnc1
→ 5%	-14	66	80	6	82	-5%	-6	82
COCCNC(=O)C(=O)c1cc(C)n(-c2ccc([N+](=O)[O-])cc2)c1C
→ 3%	nt	nt	nt	-1	117	-5%	1	117
Cc1c(NC(=O)COC(=O)Cc2ccc(Cl)cc2)c(=O)n(-c2ccccc2)n1C
→ -26%	12	98	86	nt	nt	-1%	nt	nt
O=C(O)CCC(=O)OC1CC2CCC1C2 (stereo not drawn)
→ -30%	nt	nt	nt	-3	73	-6%	3	73
CCc1cc(C(=O)O)c(NC(=O)C(c2ccccc2)c2ccccc2)s1
→ -18%	-8	88	96	2	187	3%	-2	187
O=C1NC(c2ccco2)Nc2sc3c(c21)CCN(Cc1ccccc1)C3 (stereo not drawn)
→ -32%	-2	101	103	-11	141	63%	11	141
Cc1cccc(N(C(=O)Cn2nnc3ccccc32)C(C(=O)NCc2ccco2)c2ccncc2)c1C (stereo not drawn)
→ -74%	-2	95	97	nt	nt	-2%	nt	nt
Cn1c(CNc2cccc(Cl)c2)nnc1SCC(=O)OC1CCCCC1
→ -46%	4	106	102	1	142	4%	-1	142
COCCCNC(=O)c1ccc2c(=O)n(Cc3ccc4c(c3)OCO4)c(=S)[nH]c2c1
→ -2%	-9	58	66	16	169	-6%	-16	169
COc1ccc(NC(=O)c2cc3n(n2)C(C(F)(F)F)CC(c2ccc4c(c2)OCO4)N3)cc1OC (stereo not drawn)
→ nt	-7	68	75	12	163	-11%	-12	163
CN(CC(=O)NCc1ccc(Cl)cc1)S(=O)(=O)c1cccc2cccnc12
→ 23%	12	102	90	20	188	-15%	-20	188
Cc1noc(C)c1CSCC(=O)N1CCN(c2ccc([N+](=O)[O-])cc2)CC1
→ 39%	-3	97	99	-12	140	2%	12	140
Cc1ccc(C)c(-n2c(-c3ccc4c(c3)OCO4)n[nH]c2=S)c1
→ -24%	nt	nt	nt	4	182	-8%	-4	182
CCC(=O)NCc1nc2ccccc2n1Cc1ccccc1F
→ -14%	6	80	74	9	97	-4%	-9	97
N#Cc1c(C(F)(F)F)cc(-c2ccc(Cl)cc2)[nH]c1=O
→ -13%	nt	nt	nt	nt	nt	0%	nt	nt
CC(=O)N1CCN(c2ccccc2NC(=O)COc2cc(C)ccc2C(C)C)CC1
→ -73%	0	35	35	4	168	-1%	-4	168
CCOC(=O)c1sc2ncn(C(CC)C(=O)OC)c(=O)c2c1C (stereo not drawn)
→ -52%	-1	84	85	23	116	3%	-23	116
CCOC(=O)N1CCN(C(=O)CN2C(=O)COc3ccc(C(C)(C)C)cc32)CC1
→ -35%	38	61	22	12	134	1%	-12	134
CCCCNCc1cc(Br)c(OCc2cccs2)c(OC)c1
→ -51%	nt	nt	nt	-2	143	7%	2	143
Cc1ccc(CNc2oc(-c3ccco3)nc2S(=O)(=O)c2ccccc2)cc1
→ nt	18	97	79	-12	143	nt	12	143
CCCCc1c(C)c2cc(C)ccc2[nH]c1=O
→ 20%	0	91	91	23	182	-1%	-23	182
O=C(CNS(=O)(=O)c1cccs1)N1CCCC1
→ 7%	-16	102	118	nt	nt	-1%	nt	nt
COc1ccccc1CNc1nc2nc(C)c(C)c(=O)n2[nH]1
→ -24%	-5	91	96	9	75	3%	-9	75
Cc1ccc(-c2ccc(CCC(=O)O)n2C(C)C)cc1
→ -27%	17	100	83	13	58	-10%	-13	58
OC(COc1ccc(Cl)cc1)CN1CCCCC1 (stereo not drawn)
→ -21%	1	85	84	9	116	-4%	-9	116
COc1cc(C(=O)OC(C)CN2CCOCC2)cc(OC)c1OC (stereo not drawn)
→ -37%	10	94	83	-2	125	6%	2	125
CCN(CC)S(=O)(=O)c1cc([N+](=O)[O-])ccc1NNC(=O)Nc1ccc(F)cc1
→ 12%	nt	nt	nt	6	166	-24%	-6	166

Record cards, as listed above. Screens in order: PLAP inhibitors HTS | MRP resist rev | MRP resist rev cytotoxicity | MRP resist rev with doxorubicin | IL1B NFkB pot | IL1B NFkB pot cell count 2 µM | Bcl-B displacement | IL1B NFkB inh | IL1B NFkB inh cell count 2 µM
CN(C)c1nc(OCCNC(=O)COc2ccccc2Cl)nc(N(C)C)n1 across the screens: nt | 10 | 86 | 77 | 24 | 108 | nt | -24 | 108
O=C1NC(c2ccco2)Nc2sc3c(c21)CCN(Cc1ccccc1)C3 (stereo not drawn) across the screens: -32% | -2 | 101 | 103 | -11 | 141 | 63% | 11 | 141

The list goes on.
Screens in order – PLAP inhibitors HTS	MRP resist rev	MRP resist rev cytotoxicity	MRP resist rev with doxorubicin	IL1B NFkB pot	IL1B NFkB pot cell count 2 µM	Bcl-B displacement	IL1B NFkB inh	IL1B NFkB inh cell count 2 µM
CCCS(=O)(=O)N1CCCC(C(=O)N2CCC(Cc3ccccc3)CC2)C1 (stereo not drawn)
→ -62%	10	96	86	4	135	-8%	-4	135
Cc1cc(C)n(CC(=O)n2c3c(c4ccccc42)CCCC3)n1
→ -2%	nt	nt	nt	nt	nt	-3%	nt	nt
CC(=O)NC1(C(F)(F)F)C(=O)NC(C)=C1C#N (stereo not drawn)
→ -14%	2	83	81	23	100	19%	-23	100
COCCCNC(=O)Cc1ccccc1OC
→ 7%	0	100	100	24	184	-4%	-24	184
O=C1CC(c2ccccc2)CC(O)=C1C=NC1CCCCCC1 (stereo not drawn)
→ -4%	nt	nt	nt	3	117	-9%	-2	117
Cc1ccc(C(=O)c2coc3ccc(O)c(CN4CCN(C)CC4)c23)cc1
→ -74%	13	87	75	-14	111	6%	14	111
O=S(=O)(c1ccccc1)n1ccc2cccnc21
→ 6%	nt	nt	nt	1	140	-13%	-1	140
COc1ccc(C(c2sc3ncnn3c2O)N2CC(C)OC(C)C2)cc1OC (stereo not drawn)
→ nt	11	97	86	-6	52	nt	6	52
O=S(=O)(Nc1nc2c(s1)CCCC2)c1ccc2ccccc2c1
→ 0%	13	102	89	-2	172	-10%	2	172
Cc1ccc(S(=O)(=O)NC(CC(=O)O)c2ccco2)cc1 (stereo not drawn)
→ 2%	nt	nt	nt	-13	89	7%	13	89
COc1ccc2c(Cl)c(-c3nnc(SCC(N)=O)n3C)sc2c1
→ -10%	3	97	94	10	168	4%	-10	168
CCC(C)N(C(=O)c1csnn1)C(C(=O)NCc1ccc(F)cc1)c1ccco1 (stereo not drawn)
→ 8%	14	94	80	1	126	6%	-1	126
CCOc1ncccc1C(=O)NCc1ccc(OC)cc1
→ -8%	nt	nt	nt	nt	nt	0%	nt	nt
COCCOC(=O)C1=C(N)OC2=C(C(=O)CC(C)(C)C2)C1c1cccnc1 (stereo not drawn)
→ 6%	16	89	73	5	84	-5%	-5	84
Cn1ncc([N+](=O)[O-])c1C(=O)Nc1ccc2c(c1)OCCO2
→ 18%	nt	nt	nt	7	145	-3%	-7	145
CCOC(=O)C1=C(CC)OC(N)=C(C#N)C1c1cccs1 (stereo not drawn)
→ 11%	-8	96	104	-8	127	-10%	8	127
COc1ccccc1NC(=S)NCc1ccco1
→ 1%	-11	96	107	12	181	2%	-12	181
[N-]=[N+]=CC(=O)CNC(=O)[C@@H](Cc1ccccc1)N1C(=O)c2ccccc2C1=O
→ 5%	-1	102	102	0	157	-1%	0	157
O=C(NO)C1CC2C=CC1C2 (stereo not drawn)
→ 1%	nt	nt	nt	9	172	4%	-9	172
N#CC(c1ccc(Cl)cc1)c1nc2ccccc2nc1C(F)(F)F (stereo not drawn)
→ 5%	nt	nt	nt	2	179	10%	-2	179
CC(=O)c1ccc(NS(=O)(=O)c2ccc(CC(C)C)cc2)cc1
→ -21%	16	95	79	-10	181	-3%	10	181
CCC(=O)N1CCN(c2ccc(NC(=O)c3ccco3)cc2)CC1
→ -18%	15	99	84	-9	103	-10%	9	103
COC(=O)Nc1ccc(OCc2ccccc2)cc1
→ -2%	4	100	96	-5	113	-6%	5	113

Source: PubChem BioAssay (several laboratories)

Not all compounds are listed; rates above refer to the full screens.
